PAFAH1B3 FP inh: PAFAH1B3 (human) inhibition; Q15102; recombinant PAFAH1B3, FP-rhodamine probe, fluorescence polarization; inhibition, % at 3.39 µM; actives 0.28% (n = 340,000); AID 492972;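 active = inhibition above the screen-wide average of all tested compounds plus 3 SD, cut at about 25% in these data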;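 note: 0% = enzyme with DMSO only and 100% = wells lacking PAFAH1B3 protein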
Target sequence (Q15102 whole entry, looked up): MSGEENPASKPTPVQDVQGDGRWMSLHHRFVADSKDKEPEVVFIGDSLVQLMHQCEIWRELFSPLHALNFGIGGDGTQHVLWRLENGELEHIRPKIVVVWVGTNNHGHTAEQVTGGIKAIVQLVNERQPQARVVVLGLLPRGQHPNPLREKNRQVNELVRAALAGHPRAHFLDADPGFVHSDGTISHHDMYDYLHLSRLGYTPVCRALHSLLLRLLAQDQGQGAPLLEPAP
PAFAH2 inh: PAFAH2 (human) inhibition | recombinant PAFAH2, FP-rhodamine activity probe, fluorescence polarization | actives 0.99% (n = 340,000) | Q99487 | AID 492956 | inhibition, % at 3.39 µM;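 active = inhibition above the mean over all tested compounds plus 3 SD, cut at about 30% in these data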;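 note: inhibitors block probe labeling of enzyme so polarization drops; 0% = enzyme with DMSO and 100% = wells lacking PAFAH2 protein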
PAFAH1B2 inh: PAFAH1B2 (human) inhibition; actives 1.2% (n = 340,000); inhibition, % at 3.39 µM; AID 492953; recombinant PAFAH1B2, FP-rhodamine activity probe, fluorescence polarization;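 active = inhibition above the mean of all tested compounds plus 3 SD, cut at about 24% in these data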;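 note: 0% = enzyme with DMSO and 100% = wells lacking PAFAH1B2; many of its hits are not listed in these tables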
Target sequence (P68402 whole entry, looked up): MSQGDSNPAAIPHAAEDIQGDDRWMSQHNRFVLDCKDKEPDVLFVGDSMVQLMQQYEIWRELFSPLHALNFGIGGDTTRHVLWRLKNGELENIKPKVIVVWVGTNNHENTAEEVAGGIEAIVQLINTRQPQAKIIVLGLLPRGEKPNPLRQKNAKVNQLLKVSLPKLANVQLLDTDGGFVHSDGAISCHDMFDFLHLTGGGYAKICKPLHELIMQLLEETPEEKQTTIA
Numbers without * were called inactive. Only part of the results is shown; count on the stated rates, not on these rows.

1	COc1cc(/C(O)=C(\C#N)c2nc3ccccc3[nH]2)cc(OC)c1OC
  PAFAH1B3 FP inh = 2.7; PAFAH2 inh = -0.6; PAFAH1B2 inh = 3.5
2	CCOc1ccccc1NC(=O)N1CCC(NC(=O)C2CCCCC2)CC1
  PAFAH1B3 FP inh = 1.1; PAFAH2 inh = -0.6; PAFAH1B2 inh = 1.1
3	CCN1CCN(c2oc(-c3ccccc3)nc2S(=O)(=O)c2ccc(C)cc2)CC1
  PAFAH1B3 FP inh = 6.5; PAFAH2 inh = 4.8; PAFAH1B2 inh = 2.0
4	Cc1cc(N)ncc1[N+](=O)[O-]
  PAFAH1B3 FP inh = 5.0; PAFAH2 inh = 1.4; PAFAH1B2 inh = 5.1
5	N#Cc1ccccc1NC(=O)COC(=O)/C=C/c1cn(-c2ccccc2)nc1-c1ccc(Cl)cc1
  PAFAH1B3 FP inh = 1.9; PAFAH2 inh = -0.7; PAFAH1B2 inh = -0.7
6	O=[N+]([O-])c1c(O)c(Cl)cc(Cl)c1Cl (tested in a mixture with another compound)
  PAFAH1B3 FP inh = 3.1; PAFAH2 inh = -1.8; PAFAH1B2 inh = 12.1
7	CN(C)c1ccc(C=C2C=Cc3ccccc32)cc1
  PAFAH1B3 FP inh = 11.2; PAFAH2 inh = -0.3; PAFAH1B2 inh = 2.7
8	N#Cc1ccc(C=NN2CCCCCC2)cc1
  PAFAH1B3 FP inh = 6.2; PAFAH2 inh = 4.6; PAFAH1B2 inh = 4.2
9	Fc1cccc(NC(=S)NC2CCCCCCC2)c1
  PAFAH1B3 FP inh = 3.6; PAFAH2 inh = 0.1; PAFAH1B2 inh = 3.8
10	Cc1ccc(NC(=O)COC(=O)Cn2cnc3c2c(=O)n(C)c(=O)n3C)cc1F
  PAFAH1B3 FP inh = 3.5; PAFAH2 inh = 3.6; PAFAH1B2 inh = -4.3
11	O=[N+]([O-])c1ccc(N2CCN(Cc3ccc(Br)o3)CC2)cc1
  PAFAH1B3 FP inh = 7.9; PAFAH2 inh = 13.3; PAFAH1B2 inh = -1.1
12	CN(Cc1ccon1)C(=O)C1CCC(=O)N(CCc2ccc(Cl)cc2)C1 (stereo not drawn)
  PAFAH1B3 FP inh = 5.1; PAFAH2 inh = 12.8; PAFAH1B2 inh = 5.5
13	O=C(CSc1ccc2c(c1)OCCO2)N1CCN(c2ccccc2O)CC1
  PAFAH1B3 FP inh = 4.7; PAFAH2 inh = 4.7; PAFAH1B2 inh = 3.8
14	CCN(CC(=O)Nc1ccc(Br)cc1)CC(=O)Nc1cc(C)on1
  PAFAH1B3 FP inh = 5.8; PAFAH2 inh = -1.1; PAFAH1B2 inh = 0.2
15	COc1ccc(CNC[C@H]2O[C@@H](n3ccc(=O)[nH]c3=O)[C@H](O)[C@@H]2O)cc1OC
  PAFAH1B3 FP inh = 2.3; PAFAH2 inh = 9.2; PAFAH1B2 inh = 3.8
16	N#CC(c1ccc(O)cc1)N1CCN(C(C#N)c2ccc(O)cc2)CC1 (stereo not drawn)
  PAFAH1B3 FP inh = 4.3; PAFAH2 inh = 6.5; PAFAH1B2 inh = 0.4
17	O=C(CN1C(=O)CSc2ccc(S(=O)(=O)N3CCCCCC3)cc21)NCCc1ccccc1
  PAFAH1B3 FP inh = 6.4; PAFAH2 inh = 9.8; PAFAH1B2 inh = 9.8
18	CCN(CC)S(=O)(=O)c1ccc(N2CCN(C)CC2)c(NC(=O)CN2C(=O)NC3(CCCCC3)C2=O)c1
  PAFAH1B3 FP inh = 8.9; PAFAH2 inh = -3.2; PAFAH1B2 inh = 8.0
19	O=C(O)CNS(=O)(=O)c1ccc2c3c(cccc13)C(=O)N2
  PAFAH1B3 FP inh = 10.6; PAFAH2 inh = 0.2; PAFAH1B2 inh = 11.2
20	O=C(O)c1ccc(/C=N/Nc2ccc(C(F)(F)F)cn2)cc1
  PAFAH1B3 FP inh = 4.7; PAFAH2 inh = 5.8; PAFAH1B2 inh = -1.7
21	Cn1c(N)cc(=O)n(C)c1=S
  PAFAH1B3 FP inh = -6.8; PAFAH2 inh = -12.9; PAFAH1B2 inh = 4.5
22	Cc1ccc(C)c(N(CC(=O)NC2CCCC2)C(=O)CCCC(=O)Nc2ccccn2)c1
  PAFAH1B3 FP inh = 13.3; PAFAH2 inh = -2.6; PAFAH1B2 inh = 2.0
23	Cc1cc(N)n(-c2ccc(Oc3ccccc3)c(S(=O)(=O)O)c2)n1
  PAFAH1B3 FP inh = 9.7; PAFAH2 inh = 14.7; PAFAH1B2 inh = 5.2
24	CCN1C(=O)[C@H]2[C@@H](c3ccc(C)cc3)N3C(=O)N(c4cccc(Br)c4)C(=O)[C@@]3(C)[C@H]2C1=O
  PAFAH1B3 FP inh = 10.2; PAFAH2 inh = 0.7; PAFAH1B2 inh = 0.5
25	COC(=O)c1sccc1NC(=O)Nc1ccc(OC)cc1
  PAFAH1B3 FP inh = 2.0; PAFAH2 inh = 3.1; PAFAH1B2 inh = 7.5

26	CCOC(=O)c1n[nH]n2c1nc(=S)c1ccccc12
  PAFAH1B3 FP inh = 9.3; PAFAH2 inh = 5.8; PAFAH1B2 inh = 2.2
27	Cc1cc(-c2ccccc2)cc(C)n1
  PAFAH1B3 FP inh = 5.0; PAFAH2 inh = 2.7; PAFAH1B2 inh = -0.8
28	O=C(c1cc(S(=O)(=O)N2CCOCC2)c(Cl)cc1Cl)N1CCCC1
  PAFAH1B3 FP inh = 1.9; PAFAH2 inh = -3.9; PAFAH1B2 inh = 2.6
29	Cc1ccc(S(=O)(=O)Nc2ccc3ccccc3c2)cc1
  PAFAH1B3 FP inh = 5.8; PAFAH2 inh = 7.0; PAFAH1B2 inh = 10.0
30	O=C(Nc1cccc(Cl)c1)c1ccc2c(c1)SC1=NS(=O)(=O)CCN12
  PAFAH1B3 FP inh = -3.4; PAFAH2 inh = -1.6; PAFAH1B2 inh = -3.7
31	O=C1CCC[C@@H]2C[C@@]3(C[C@@H]4CCN1[C@H]24)Nc1cc(Cl)c(Cl)cc1NC3=NCc1ccccc1
  PAFAH1B3 FP inh = 3.0; PAFAH2 inh = 22.3; PAFAH1B2 inh = 4.2
32	CCc1cccc(-n2c(SCC(=O)c3c(N)n(C4CC4)c(=O)[nH]c3=O)nnc2N2CCOCC2)c1
  PAFAH1B3 FP inh = 8.8; PAFAH2 inh = 6.0; PAFAH1B2 inh = -7.4
33	CN(C(=O)c1cccc(NC(=O)Cc2ccc(NC(=O)C3CCN(C(=O)c4ccccc4)CC3)cc2)c1)C1CCCCC1
  PAFAH1B3 FP inh = 5.4; PAFAH2 inh = 2.2; PAFAH1B2 inh = -2.6
34	COC(=O)C(CCC(C(=O)OC)N1C(=O)c2ccccc2C1=O)N1C(=O)c2ccccc2C1=O (stereo not drawn)
  PAFAH1B3 FP inh = 6.5; PAFAH2 inh = -2.8; PAFAH1B2 inh = 3.3
35	CN(C)c1ccc(C=C2SC(=S)NC2=O)cc1
  PAFAH1B3 FP inh = -112.3; PAFAH2 inh = -136.8; PAFAH1B2 inh = -74.4
36	COc1ccccc1C1c2[nH]c3ccccc3c2CCN1Cc1cnc(C)s1 (stereo not drawn)
  PAFAH1B3 FP inh = 3.9; PAFAH2 inh = 2.5; PAFAH1B2 inh = 8.0
37	COc1cccc2c1N1C(=O)c3c(C(=O)O)cccc3C1CC2(C)C (stereo not drawn)
  PAFAH1B3 FP inh = 6.7; PAFAH2 inh = 4.2; PAFAH1B2 inh = 8.0
38	O=c1[nH][nH]c(=O)c(Cl)c1Cl
  PAFAH1B3 FP inh = 15.0; PAFAH2 inh = -5.9; PAFAH1B2 inh = 0.5
39	O=[N+]([O-])c1ccccc1S(=O)(=O)Nc1ccc2c(c1)OCCO2
  PAFAH1B3 FP inh = 0.6; PAFAH2 inh = 3.1; PAFAH1B2 inh = -0.1
40	Nc1ccc2nn(-c3ccccc3)nc2c1
  PAFAH1B3 FP inh = 24.3; PAFAH2 inh = 11.3; PAFAH1B2 inh = 5.4
41	Cc1cc(N2CCOCC2)n2nc(C(F)(F)F)c(-c3ccccc3)c2n1
  PAFAH1B3 FP inh = -0.7; PAFAH2 inh = -1.0; PAFAH1B2 inh = 2.0
42	Cc1nc(Cc2nnc(SCC(=O)N3CCN(c4ccccc4)CC3)o2)cs1
  PAFAH1B3 FP inh = 7.3; PAFAH2 inh = -8.6; PAFAH1B2 inh = 2.7
43	CCCCN(C)C(=O)Cn1ncc2c3ccccc3n(CCC)c2c1=O
  PAFAH1B3 FP inh = 8.7; PAFAH2 inh = 4.5; PAFAH1B2 inh = 5.1
44	CN1OC[C@@H]2CN(C(=O)C(C)(C)C)[C@H](c3cccc(N4CCOCC4)c3)C[C@@H]21
  PAFAH1B3 FP inh = 0.7; PAFAH2 inh = -6.6; PAFAH1B2 inh = -2.0
45	CN(C)C(CNC(=O)c1cccc(S(=O)(=O)Nc2ccc(SC(F)F)cc2)c1)c1ccccc1 (stereo not drawn)
  PAFAH1B3 FP inh = 6.5; PAFAH2 inh = 1.1; PAFAH1B2 inh = 2.9
46	CN(C)CCNC(=O)Cn1c(=O)c2cccn2c2ccc(F)cc21
  PAFAH1B3 FP inh = 4.7; PAFAH2 inh = -6.6; PAFAH1B2 inh = 6.2
47	COc1ccc(CN(CC2CCC(C(=O)O)CC2)C(=S)Nc2cc(C)ccc2C)cc1 (stereo not drawn)
  PAFAH1B3 FP inh = 9.2; PAFAH2 inh = 1.2; PAFAH1B2 inh = -1.2
48	COc1ccc(C(CNC(=O)c2ccc(C)c(S(=O)(=O)N3CCOCC3)c2)N2CCCC2)cc1 (stereo not drawn)
  PAFAH1B3 FP inh = 2.7; PAFAH2 inh = 0.2; PAFAH1B2 inh = 1.5
49	Cc1cn(CC(=O)NCc2ccccn2)c(=O)[nH]c1=O
  PAFAH1B3 FP inh = 0.3; PAFAH2 inh = -4.7; PAFAH1B2 inh = 3.7
50	CC/C(=C\c1ccc(N(C)C)cc1)c1ccncc1
  PAFAH1B3 FP inh = 2.8; PAFAH2 inh = -2.2; PAFAH1B2 inh = 3.0

Entries 26 to 31 from above:
26	CCOC(=O)c1n[nH]n2c1nc(=S)c1ccccc12
  PAFAH1B3 FP inh = 9.3; PAFAH2 inh = 5.8; PAFAH1B2 inh = 2.2
27	Cc1cc(-c2ccccc2)cc(C)n1
  PAFAH1B3 FP inh = 5.0; PAFAH2 inh = 2.7; PAFAH1B2 inh = -0.8
28	O=C(c1cc(S(=O)(=O)N2CCOCC2)c(Cl)cc1Cl)N1CCCC1
  PAFAH1B3 FP inh = 1.9; PAFAH2 inh = -3.9; PAFAH1B2 inh = 2.6
29	Cc1ccc(S(=O)(=O)Nc2ccc3ccccc3c2)cc1
  PAFAH1B3 FP inh = 5.8; PAFAH2 inh = 7.0; PAFAH1B2 inh = 10.0
30	O=C(Nc1cccc(Cl)c1)c1ccc2c(c1)SC1=NS(=O)(=O)CCN12
  PAFAH1B3 FP inh = -3.4; PAFAH2 inh = -1.6; PAFAH1B2 inh = -3.7
31	O=C1CCC[C@@H]2C[C@@]3(C[C@@H]4CCN1[C@H]24)Nc1cc(Cl)c(Cl)cc1NC3=NCc1ccccc1
  PAFAH1B3 FP inh = 3.0; PAFAH2 inh = 22.3; PAFAH1B2 inh = 4.2

Compound profiles (already shown).
Cc1cc(N2CCOCC2)n2nc(C(F)(F)F)c(-c3ccccc3)c2n1 in the list: PAFAH1B3 FP inh = -0.7; PAFAH2 inh = -1.0; PAFAH1B2 inh = 2.0
COc1ccc(C(CNC(=O)c2ccc(C)c(S(=O)(=O)N3CCOCC3)c2)N2CCCC2)cc1 (stereo not drawn) in the list: PAFAH1B3 FP inh = 2.7; PAFAH2 inh = 0.2; PAFAH1B2 inh = 1.5

(next part)
51	N#CCn1c(Cc2ccccc2)nc2ccccc2c1=O
  PAFAH1B3 FP inh = 7.6; PAFAH2 inh = -2.7; PAFAH1B2 inh = 3.5
52	O=C(Nc1ccc(Cl)cc1F)C1CCCN(C2=NS(=O)(=O)c3ccccc32)C1 (stereo not drawn)
  PAFAH1B3 FP inh = 5.0; PAFAH2 inh = 1.2; PAFAH1B2 inh = 6.1
53	CCC1CN(C(=O)NCc2ccc(C)cc2)c2cc(Cl)ccc2O1 (stereo not drawn)
  PAFAH1B3 FP inh = 12.2; PAFAH2 inh = -4.7; PAFAH1B2 inh = 4.9
54	CCN(c1ccc(NC(=O)COC(=O)C(C)N=C2NS(=O)(=O)c3ccccc32)cc1)C(C)C (stereo not drawn)
  PAFAH1B3 FP inh = 5.6; PAFAH2 inh = 1.8; PAFAH1B2 inh = 5.3
55	CSCc1c(C(=O)OCC(=O)c2ccc[nH]2)oc2ccccc12
  PAFAH1B3 FP inh = 0.2; PAFAH2 inh = 12.9; PAFAH1B2 inh = -3.0
56	CCCN(CC(=O)Nc1ccccc1C)C(=O)c1ccc(N2CCCC(C)C2)c([N+](=O)[O-])c1 (stereo not drawn)
  PAFAH1B3 FP inh = 5.7; PAFAH2 inh = 1.7; PAFAH1B2 inh = 2.1

Part of the list above, in markdown:
| cpd | smiles | PAFAH1B3 FP inh | PAFAH2 inh | PAFAH1B2 inh |
| --- | --- | --- | --- | --- |
| 16 | N#CC(c1ccc(O)cc1)N1CCN(C(C#N)c2ccc(O)cc2)CC1 (stereo not drawn) | 4.3 | 6.5 | 0.4 |
| 17 | O=C(CN1C(=O)CSc2ccc(S(=O)(=O)N3CCCCCC3)cc21)NCCc1ccccc1 | 6.4 | 9.8 | 9.8 |
| 18 | CCN(CC)S(=O)(=O)c1ccc(N2CCN(C)CC2)c(NC(=O)CN2C(=O)NC3(CCCCC3)C2=O)c1 | 8.9 | -3.2 | 8.0 |

Source: PubChem BioAssay
